Assay outcomes (PubChem)
KCNH2 3.1 inh = blocks the human KCNH2 3.1 channel isoform; 0.95% of 340,000 active; activity change, % (tested at about 1.8 µM); AID 720553; U2OS KCNH2 3.1, thallium flux FluxOr; stronger effect = lower value;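 active = maximum activity change below -70%; inconclusive = maximum activity change from -70% to -50%; inactive = maximum activity change above -50%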;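 note: thallium influx rate constant from kinetic fluorescence after stimulation buffer; % is set by controls: 0 for no effect and ±100 for the full control effect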
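U2OS cells transduced with KCNH2 3.1 mutant virus (1.77 x 10^8 /mL, 4 h), plated overnight at 37 C, loaded 45 min with FluxOr dye plus Red40 quencher. Thallium flux rate constant from kinetic reads after stimulation buffer, normalised to controls.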
Coupling enz = inhibits coupling enzyme system, counter-screen for aldolase hits; activity change, negative = inhibition, % at 58.2 µM, hits read low; 0.67% of 290,000 active; AID 2472; coupling enzyme system counterscreen, AmpLite Red fluorescence; in the data active = activity change below about -30%; note: % is set by controls: 0 for no effect and ±100 for the full control effect
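Final compound at 57.5 uM, incubated 10 min at RT with coupling enzyme reagent (glyceraldehyde-3-phosphate), then 20 min with substrate and AmpLite Red detection. Fluorescence read at 525/598 nm; tests interference with the coupling assay, not aldolase inhibition.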
Giardia killer = kills Giardia lamblia; Giardia lamblia trophozoite viability; 0.15% of 340,000 active; activity change, % at 7.66 µM, hits read low; in the data active = activity change below about -80%; inconclusive = between about -30% and that limit;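 note: parasites exposed to compound for two days anaerobically before the ATP read; % is set by controls: 0 for no effect and ±100 for the full control effect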
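Media and compound were dispensed first, then trophozoites at 100 cells/well; plates sat 48 hrs at 37 deg C without oxygen before ATP luminescence reagent was added and read after 15-30 min at room temperature.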
TRPV1 ag = agonists of human vanilloid receptor 1 (TRPV1); Q8NER1; TRPV1-expressing cells, Fluo-8 calcium influx, agonist mode; activation, % at 8.33 µM; 0.19% of 320,000 active; AID 540275; in the data active = activation above about 80%; inconclusive = between about 30% and that limit; note: 0% is about no effect
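Cells expressing TRPV1 were dye-loaded with Fluo-8 and read kinetically: 10 s baseline, 3 min after compound (agonist portion), then 2 min after EC20 capsaicin (allosteric enhancer portion). Calcium-bound dye fluorescence at 480/520 nm.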
Menin-MLL TR inh = menin-MLL binding inhibition, Texas Red mutant peptide | O00255 | Menin + Texas Red MLL mutant peptide, fluorescence polarization | Potency, µM (highest dose often 61.6 µM), without a hit: at the top dose FP activity change, negative = inhibition, hits mostly inhibitors | 0.23% of 270,000 active | AID 1768; active = well fitted inhibition curve with a large enough effect in the polarisation, with a control signal flat, not every such curve was filed as active; inconclusive = small, poorly fitted or top-dose-only effect, or effect the other way, or a change in a side signal; inactive = no such curve, though single readings can be large or run the other way; the % refers to the polarisation; note: potency is the fitted concentration of half-maximal effect; % of control where 0% means no effect; many of its hits are not listed in these tables
KCNH2 WT inh = blocks the wildtype human KCNH2 potassium channel; U2OS, BacMam KCNH2, thallium flux FluxOr; stronger effect = lower value; AID 720551; 0.37% of 340,000 active; activity change, % at 1.84 µM; Q12809;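 active = maximum activity change below -70%; inconclusive = maximum activity change between -70% and -50%; inactive = maximum activity change above -50%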; note: % is set by controls: 0 for no effect and ±100 for the full control effect
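U2OS cells were transduced with wild-type KCNH2 virus (2.03 x 10^8 / mL) for 4 h at room temperature, then cultured overnight at 37 C. Thallium flux was read with FluxOr dye. Rate constants were normalized to DMSO controls.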
CXXC DNA block = blocks binding of human MLL CXXC domain to DNA. MLL-CXXC / FITC-HOXA9 DNA fluorescence polarization. Potency, µM (series often up to 115 µM), for the others: at the highest dose activity change, negative = inhibition, usual class: inhibitors. 0.037% of 290,000 active. AID 2662; active = well fitted inhibition curve with a large enough effect in the polarisation, with a control signal flat, not every such curve was filed as active; inconclusive = small, poorly fitted or top-dose-only effect, or effect the other way, or a change in a side signal; inactive = no such curve, though single readings can be large or run the other way; the % refers to the polarisation; note: potency is the fitted concentration of half-maximal effect
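Steps: dispense CXXC domain solution (7 uM) → pin compounds or unlabeled HOX-A9 DNA control → 5 min ambient → add FLSN-HOX-A9 solution (50 nM) → spin → 30 min ambient → fluorescence polarization. Tris pH 7.5/NaCl/DTT/BSA buffer.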
GALK inh = inhibitors of human galactokinase | P51570 | Purified GALK, Kinase-Glo residual ATP luminescence | Potency, µM (top dose mostly 57.5 µM), without a hit: top-dose activity change, negative = inhibition, most hits filed as inhibitors | 0.007% of 270,000 active | AID 1868; note: potency is the fitted concentration of half-maximal effect; % is set by controls: 0 for no effect and ±100 for the full control effect
Target sequence (P51570 whole entry, looked up): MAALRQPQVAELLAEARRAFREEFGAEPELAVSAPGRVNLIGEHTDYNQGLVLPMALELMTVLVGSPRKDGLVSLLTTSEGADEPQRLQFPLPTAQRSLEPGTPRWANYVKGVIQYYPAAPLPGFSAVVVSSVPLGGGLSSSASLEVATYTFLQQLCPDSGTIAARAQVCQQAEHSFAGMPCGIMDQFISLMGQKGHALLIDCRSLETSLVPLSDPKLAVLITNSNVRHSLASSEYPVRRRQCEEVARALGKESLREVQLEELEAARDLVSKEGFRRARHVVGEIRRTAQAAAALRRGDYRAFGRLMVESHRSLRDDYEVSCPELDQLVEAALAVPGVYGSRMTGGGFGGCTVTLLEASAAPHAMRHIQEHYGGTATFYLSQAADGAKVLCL
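Compounds were pin-transferred into ATP buffer (35 uM final), then GALK plus galactose (5 nM, 100 uM final) was added. After 1 h at room temperature, Kinase-Glo Plus was added and luminescence read after 10 min.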
PKM2 activator = increases activity of human pyruvate kinase M2. purified PKM2, Kinase-Glo ATP luminescence, activation; response scale: 0% is enzyme alone, no compound. Potency, µM (doses to about 57.5 µM), without a hit: at the highest dose activation, hits mostly activators. 0.34% of 260,000 active. AID 1631; note: potency is the fitted concentration of half-maximal effect; % is set by controls: 0 for no effect and ±100 for the full control effect; nearly all actives have a fitted effect of over 55% in size
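hPK-M2, >95% pure; 0.1 mM ADP / 0.5 mM PEP final; imidazole pH7.2 buffer w/ 7 mM MgCl2, 50 mM KCl; 1 h RT; Kinase-Glo lum. Intermediate enzyme activity for dual inhibitor/activator qHTS.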
USP2a block = blocks human ubiquitin-specific protease USP2a | AID 463254 | 0.01% of 330,000 active | O75604 | USP2 core, Ub-CHOP2 coupled fluorogenic reporter, 485/531 | Potency, µM (top dose mostly 38.3 µM), inactives show top-dose activity change, negative = inhibition, hits mostly inhibitors;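 note: potency is the fitted concentration of half-maximal effect; plate controls were DMSO wells for no effect and full inhibition by NEM control for full effect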
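USP2 core (10nM final) preincubated 30min RT with compound in 20mM Tris-HCl pH 8.0, 2mM CaCl2, 2mM beta-mercaptoethanol, 0.05% CHAPS; 25nM Ub-CHOP2 plus 25nM reporter substrate added, fluorescence (Ex485/Em531) read after 60min.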
B2AR arrestin = agonists driving beta-arrestin recruitment to human beta2-adrenergic receptor; P07550; beta-arrestin recruitment to beta2AR, cell-based reporter; Potency, µM (highest dose often 46.1 µM), inactives show top-dose activation, actives largely listed as activators; 0.02% of 330,000 active; AID 492947;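 note: potency is the fitted concentration of half-maximal effect; 0% = DMSO controls and full agonism = EC100 isoproterenol or metaproterenol; nearly all actives have a fitted effect of over 65% in size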
Target sequence (P07550 whole entry, looked up): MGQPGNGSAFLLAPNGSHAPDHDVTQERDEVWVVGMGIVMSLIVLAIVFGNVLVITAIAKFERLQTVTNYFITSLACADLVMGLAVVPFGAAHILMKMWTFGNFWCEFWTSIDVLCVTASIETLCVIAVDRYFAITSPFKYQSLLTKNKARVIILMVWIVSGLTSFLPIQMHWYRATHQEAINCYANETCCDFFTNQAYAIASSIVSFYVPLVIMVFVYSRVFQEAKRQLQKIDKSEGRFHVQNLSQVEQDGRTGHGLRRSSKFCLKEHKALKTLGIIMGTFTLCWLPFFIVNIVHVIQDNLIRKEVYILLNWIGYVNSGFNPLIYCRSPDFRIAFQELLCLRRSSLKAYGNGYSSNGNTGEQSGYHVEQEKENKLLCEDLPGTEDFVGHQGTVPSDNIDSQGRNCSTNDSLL
The depositor's hits bear a star; ? = inconclusive; . = not tested or not shown; [ ] = another dose, or the depositor's remark. Unless noted, calls come from the whole dose curve; as a rule, active = well fitted curve in the direction sought with a large enough effect; inconclusive = small, poorly fitted or top-dose-only effect, or another doubt; inactive = no such curve, though single readings can be large; an effect the other way counts as inactive or inconclusive. The list is partial; rates above refer to the full screens.

SMILES	KCNH2 3.1 inh	Coupling enz	Giardia killer	TRPV1 ag	Menin-MLL TR inh	KCNH2 WT inh	CXXC DNA block	GALK inh	PKM2 activator	USP2a block	B2AR arrestin
Cc1sc2nc(CN(C(=O)NCc3ccccc3)C3CCCC3)[nH]c(=O)c2c1C	12	-1	-22	8	.	13	-6%	6%	-1%	0%	0.0%
COc1ccc2ccc3c(c2c1)N=CC1(O3)N(C)c2ccccc2C1(C)C (stereo unspecified)	7	2	5	5	5%	1	-1%	0%	4%	-3%	3.6%
COc1cc(S(=O)(=O)N(Cc2ccco2)C2CCCC2)ccc1-n1cnnn1	-7	0	12	-5	0%	-7	-1%	4%	-9%	-5%	-0.4%
COc1cc(-c2n[nH]c(=S)n2C(C)c2ccccc2)cc(OC)c1OC (stereo unspecified)	1	-2	?	4	-10%	3	3%	8%	-1%[11.5 µM]	-2%	-0.3%
COc1ccc(CCC(=O)NCCS(=O)(=O)N2CCN(c3ccccc3OC)CC2)cc1	-3	3	-17	-1	-21%	-4	6%	0%	.	3%	-0.7%
CCCNC(=O)C1CC(c2ccccc2C(F)(F)F)=NO1 (stereo unspecified)	9	.	-7	2	.	-8	.	.	.	0%	0.4%
CC(C)c1ccc(NC2CCCN(C(=O)c3ccccc3-c3ncc[nH]3)C2)cc1 (stereo unspecified)	10	.	-19	?	.	0	31%[activator]	-2%	.	2%	-0.3%
COc1ccccc1NS(=O)(=O)c1ccc(C)c(C(=O)N2CCN(c3ccc(O)cc3)CC2)c1	-4	.	2	.	.	-11	.	.	.	0%	0.3%
CCc1nc(SCC(=O)NCc2ccco2)c2c(=O)n(C)c(=O)n(C)c2n1	7	0	-21	?	0%	3	2%	1%	8%	3%	0.0%
CC1CC(C)CN(S(=O)(=O)c2ccc(NC(=O)CCN3C(=O)C4CC=CCC4C3=O)cc2)C1 (stereo unspecified)	-7	.	0	?	.	0	.	.	.	-4%	0.1%
CCN(CC(=O)Nc1c(F)cccc1F)C(=O)C1CCN(c2ncnc3sc(C)c(C)c23)CC1	-6	.	-16	-1	.	-2	.	.	.	0%	-0.1%
CCc1ccc(C(=O)N2CCN(S(=O)(=O)c3sc(C(=O)O)c(C)c3C(=O)O)CC2)cc1	19	.	0	0	.	1	.	.	.	-1%	-0.1%
CCC(C)n1c(/C=C/c2ccccc2)nc2ccccc21 (stereo unspecified)	-13	0	19	30	-11%	0	3%	0%	8%	3%	-0.6%
O=C(Nc1ccc(Cl)cc1)c1csc(-c2ccccc2)n1	-6	-13	-2	81*	20%	-2	-1%	-2%	1%	-1%	0.2%
CCOC(=O)c1nn(-c2ccccc2)c(=O)cc1SC1CCCCC1	-10	0	-3	18	?	0	6%	-2%	9%	2%	0.2%
COC(=O)c1ccc(CN2CCC(CO)(Cc3ccc(OC)cc3)CC2)cc1	-43	-1	1	3	-8%	34	4%	9%	1%	0%	-0.6%
O=C(Nc1c(C(=O)N2CCC(N3CCCCC3)CC2)oc2ccccc12)c1c(F)cccc1F	8	3	7	1	-10%	10	-7%	2%	.	-1%	0.0%
Cc1ccc(CN(C)C(=O)CCc2c[nH]c3ccccc23)o1	11	1	10	5	-2%	2	-1%	-3%	-5%	-1%	0.2%
Cc1ccc(C(=O)Nc2ccccc2N2CCCCC2)cc1[N+](=O)[O-]	-83*	-1	?	15	-10%	-7	10%	0%	-2%	2%	0.2%
COCCn1c(SCC(=O)Nc2ccc(OC)cc2)nc2c(oc3ccccc32)c1=O	.	-2	.	-2	-1%	.	-4%	0%	4%	10%	0.0%
COc1ccc(OC)c(S(=O)(=O)NCc2cn3c(C)csc3n2)c1	13	-1	5	3	-16%	4	-5%	0%	-11%	-1%	0.2%
N#C/C(=C/c1cccn1-c1cccc(C(=O)O)c1)c1ccc(F)cc1	6	14	22	-2	?	9	2%	-2%	1%	3%	0.5%
O=C(OC1CCCCC1)c1ccc(NC(=O)C2CCCCC2)cc1	-8	0	-2	?	-14%	-1	1%	0%	3%	-1%	0.6%
CC1CC(CN)CC(CO)C1 (stereo unspecified)	3	2	-1	0	3%	1	0%	6%	-5%	0%	-0.4%
NC(=O)c1ccc(-c2c(-c3ccccc3)sc3ccccc23)cc1	-6	.	?	22	.	3	.	.	.	1%	0.4%
More entries:
SMILES	KCNH2 3.1 inh	Coupling enz	Giardia killer	TRPV1 ag	Menin-MLL TR inh	KCNH2 WT inh	CXXC DNA block	GALK inh	PKM2 activator	USP2a block	B2AR arrestin
COc1ccccc1NC(=O)c1ccccc1NS(=O)(=O)N1CCCC1	34	-4	12	0	4%	-5	-8%	-1%	-21%	1%	0.5%
O=C(C1CCCN(S(=O)(=O)c2cccc3nonc23)C1)N1CCC(Cc2ccccc2)CC1 (stereo unspecified)	0	0	-8	?	-16%	-7	11%	5%	-3%	.	.
Cc1sc2ncnc(SC(C)C(=O)N3c4ccccc4Sc4ccccc43)c2c1C (stereo unspecified)	-27	2	-10	4	3%	-10	12%	-1%	-2%	0%	-0.1%
O=C(NNC(=O)c1cnccn1)c1ccc(Cl)cc1	-16	0	-18	12	.	0	-24%	.	4%	-1%	-0.4%
O=C(N/N=C/c1ccc(Br)s1)c1ccccn1	-4	2	-5	87*	10%	3	-2%	2%	-12%	-1%	-1.8%
Cc1csc2ncc(C(=O)NCCc3ccccc3)c(=O)n12	6	4	?	4	-6%	-13	5%	0%	-3%	1%	-0.3%
C[C@@]12C(=O)N(CCc3c[nH]c4ccccc34)CC(=O)N1[C@H]1c3ccccc3OC[C@@H]1[C@@H]2c1ccccc1	0	.	5	?	.	-9	.	.	.	-1%	0.1%
CC12CN(C(=O)c3ccccc3)C3(C#N)CC1CCC23C (stereo unspecified)	-8	7	10	2	-18%	-7	10%	1%	5%	5%	-0.1%
CCCCn1c(SCc2cc(=O)[nH]c3ccccc23)nc2c1c(=O)n(C)c(=O)n2C	.	1	.	-1	-14%	.	4%	2%	2%	-1%	-0.2%
COC(=O)c1ccc(OC(=O)c2ccccc2F)cc1	.	2	.	0	3%	.	125%[activator]	1%	-1%	2%	0.4%
O=C(Nc1ccc2ccccc2c1)c1ccc2[nH]c(=O)c(=O)[nH]c2c1	5	-17	11	-4	32%[activator]	-1	-12%	0%	.	8%	-0.7%
O=C(CCC(=O)N1CCOCC1)NCCc1ccc(F)cc1	-27	.	-4	0	.	1	.	.	.	1%	0.3%
COc1ccnc(N=CNOCc2ccc(F)cc2Cl)c1C#N	3	-1	-2	0	-4%	-7	6%	1%	-5%	2%	0.4%
Cn1nc(-c2ccc(OCC(=O)Nc3cccnc3)cc2)c2ccccc2c1=O	-9	1	2	.	5%	-6	-7%	1%	0%	-1%	-0.5%
CCOC(=O)C1CCN(Cc2nc3ccccc3c(=O)n2-c2ccc(OCC)cc2)CC1	9	1	17	1	5%	16	0%	0%	-23%	-1%	-0.1%
Cc1cc(C)cc(OCC(=O)Nc2ccccc2C(=O)N2CCOCC2)c1	-6	.	-9	4	.	7	-3%	1%	0%	0%	-1.1%
CN1CCN(/N=C/c2nc(-c3cccc([N+](=O)[O-])c3)n3ccccc23)CC1	0	-28	-24	1	-1%	-8	12%	0%	-12%	-2%	0.4%
Cc1ccc(C(=O)CSc2nnc(-c3ccco3)n2CC2CCCO2)cc1 (stereo unspecified)	11	0	-1	1	11%	-1	6%	-1%	3%	1%	0.1%
O=C(Nc1nc2ccsc2c(=O)s1)c1ccc(F)cc1Cl	1	3	-13	18	.	0	29%	1%	-4%	1%	-1.1%
Cc1ccc2[nH]c3c(NCCN4CCOCC4)ncnc3c2c1	1	-1	17	1	14%	2	5%	0%	-2%	-1%	-0.2%
COC(=O)c1ccccc1NC(=O)N1CCc2ccc(NC(=O)c3ccccn3)cc2C1	.	.	-8	5	.	-2	21%	-2%	-2%	1%	0.2%
CCn1c2ccccc2c(=O)c2ccccc21	-23	0	8	2	-25%	2	-6%	0%	16%	-3%	0.2%
CC(C)[C@H](NC(=O)c1ccco1)C(=O)OCC(=O)NC12CC3CC(CC(C3)C1)C2	4	3	5	4	-14%	9	-1%	10%	-1%	2%	0.2%
CN(C(=O)c1cccc(C(=O)N(C)c2ccccc2)c1)c1ccccc1	6	-1	5	5	-5%	0	-2%	-4%	-1%	-1%	-0.6%
O=C(CN1c2cccc3cccc(c23)S1(=O)=O)Nc1cccc(S(=O)(=O)N2CCOCC2)c1	6	-29	-2	-6	?	0	7%	0%	-4%	1%	5.4%
